sEH inh: soluble epoxide hydrolase (human) inhibition; P34913; recombinant human sEH enzymatic activity assay; inhibition, % at 2 µM; 91,000 compounds, 0.34% hits; AID 707; in the data active means inhibition above about 80%; further: values of inactives mirror those of a sister screen read the other way; many of its hits are not listed in these tables
Target sequence (P34913 whole entry, looked up): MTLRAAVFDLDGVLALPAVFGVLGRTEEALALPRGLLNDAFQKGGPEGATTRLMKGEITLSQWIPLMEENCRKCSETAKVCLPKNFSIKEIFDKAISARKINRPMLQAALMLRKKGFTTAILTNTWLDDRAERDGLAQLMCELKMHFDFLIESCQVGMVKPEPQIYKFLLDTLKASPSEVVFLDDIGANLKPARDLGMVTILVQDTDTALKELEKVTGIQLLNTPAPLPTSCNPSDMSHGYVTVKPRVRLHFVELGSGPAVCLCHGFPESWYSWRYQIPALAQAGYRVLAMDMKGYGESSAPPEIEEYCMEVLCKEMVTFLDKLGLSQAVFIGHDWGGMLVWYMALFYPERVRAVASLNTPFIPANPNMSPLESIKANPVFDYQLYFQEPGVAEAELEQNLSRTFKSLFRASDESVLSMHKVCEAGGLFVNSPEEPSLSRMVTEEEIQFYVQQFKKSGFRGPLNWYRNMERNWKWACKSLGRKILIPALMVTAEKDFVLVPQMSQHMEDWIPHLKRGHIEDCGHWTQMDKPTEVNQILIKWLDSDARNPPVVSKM
sEH activator: increases human soluble epoxide hydrolase activity. P34913. purified human sEH enzymatic activity, activator screen. activation, % at 2 µM. 91,000 compounds, 0.04% hits. AID 717; in the data active means activation above about 37%; further: values of inactives mirror those of a sister screen read the other way
Mac1 fbg enh: enhancers of human CD11b/CD18 binding to fibrinogen | P05107+P11215 | AID 1499 | activation, % at 10 µM | 93,000 compounds, 0.07% hits | K562 CD11b/CD18 adhesion to fibrinogen, ATPlite luminescence;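 active means 10 µM primary screen giving 50% or more activity, confirmed by 40% or more on retest at that dose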; further: strong numbers were not always called active; reference of the scale not given here
MT1-MMP txn act: MT1-MMP promoter transcription activation; HT1080 MT1-MMP promoter luciferase reporter, luminescence, overnight; stronger effect = higher value; activation factor at 10 µM; 86,000 compounds, 0.16% hits; AID 750;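 active means activation factor of at least 2 for MT1-MMP transcription at 10 µM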
Calb biofilm kill: kills Candida albicans biofilms. AID 834. 85,000 compounds, 0.14% hits. inhibition, % at 6 µM. C. albicans biofilm + clotrimazole, Alamar Blue;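 active means inhibition above 20%; inactive means inhibition below 20%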;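 further: preformed 24 hr biofilms exposed to compound for 48 hr; 0% = biofilm without compound and 100% = blank killed by clotrimazole plus chlorhexidine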
ERa coact pot: ER-alpha (human) coactivator binding potentiation | P03372 | TR-FRET ERalpha-LBD/SRC-Cy5 coactivator binding, 2 h; 100 = basal binding, no effect | coactivator binding (% of control), % at 25.6 µM | 86,000 compounds, 1.3% hits; in the data active means activity above about 200%;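 further: binding measured in presence of low estradiol as agonist stimulus; 0% = peptide alone without receptor and 100% = receptor with peptide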
Smad3 FoxH1 inh: Smad3 (human) transcription factor binding inhibition. P84022. TR-FRET Smad3/Dy647-FoxH1 peptide binding, europium anti-His. 88,000 compounds, 0.29% hits. inhibition, % at 25 µM;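 active means compounds that reduce the energy-transfer binding signal between the protein and its labelled peptide by more than half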;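 further: 0% = Smad3 plus labelled peptide maximal FRET and 100% = peptide-only background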
Target sequence (P84022 whole entry, looked up): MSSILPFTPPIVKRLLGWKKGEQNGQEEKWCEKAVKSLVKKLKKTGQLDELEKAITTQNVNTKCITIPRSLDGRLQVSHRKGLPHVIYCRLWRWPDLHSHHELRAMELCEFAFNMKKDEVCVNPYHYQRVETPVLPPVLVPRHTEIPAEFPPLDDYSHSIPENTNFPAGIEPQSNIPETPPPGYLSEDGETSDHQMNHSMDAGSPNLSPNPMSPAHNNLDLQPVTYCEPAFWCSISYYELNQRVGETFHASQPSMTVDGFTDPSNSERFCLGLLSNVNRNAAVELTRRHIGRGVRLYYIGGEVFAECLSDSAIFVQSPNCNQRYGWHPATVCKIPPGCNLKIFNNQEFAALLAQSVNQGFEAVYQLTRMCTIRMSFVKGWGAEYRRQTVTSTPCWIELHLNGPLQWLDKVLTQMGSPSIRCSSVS
ERb coact inh: ER-beta (human) coactivator binding inhibition; AID 633; Q92731; inhibition, % at 25.6 µM; 86,000 compounds, 1.3% hits; TR-FRET ER-beta LBD / SRC1-Cy5 peptide binding; receptor agonist-loaded with 1 µM estradiol;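 active means compounds whose percent inhibition of the receptor-coactivator binding signal exceeds about 50% in the single-dose screen, limit read from the data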;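 further: 0% = receptor plus peptide wells without compound and 100% = peptide-only wells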
Mac1 fbg inh: CD11b/CD18-fibrinogen binding inhibition; 93,000 compounds, 0.54% hits; P05107+P11215; inhibition, % at 10 µM; K562 CD11b/CD18 adhesion to fibrinogen, ATPlite luminescence; Mn2+ added to activate the integrin;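 active means primary inhibition of 50% or more at 10 µM, then 40% or more on retest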; further: some results filed as inactive read as strong as hits
* hit, by the source's call; . = no result given; [ ] = dose if it differs, or a comment. An excerpt; count on the stated rates, not on these rows.

SMILES	sEH inh	sEH activator	Mac1 fbg enh	MT1-MMP txn act	Calb biofilm kill	ERa coact pot	Smad3 FoxH1 inh	ERb coact inh	Mac1 fbg inh
COC(=O)C(C(=O)Nc1cccc(C)n1)C1CCCCCC1 (stereo unspecified)	0	0	.	1.2	6	77	6	5	.
CC(C)c1ccc(N2C(=O)[C@@H]3Cc4ccccc4CN3C2=O)cc1	-11	12	-2	0.9	-4	106	-4	1	-7
COC(=O)c1cc(NC(=O)CN(c2ccccc2OC)S(=O)(=O)c2ccccc2)ccc1Cl	-21	19	-1	.	.	.	.	.	17
Cc1nccn1CCC(=O)O	.	.	-2	0.9	-3	115	-7	7[fluorescence artefact?]	-3
CCCc1nnc(SCC(=O)N2C(C)CCCC2C)n1CCCOC (stereo unspecified)	5	-6	.	0.9	1	93	-4	32	.
O=S(=O)(NC1CC1)c1cccc(S(=O)(=O)N2CCCC2)c1	-2	1	-1	1	5	120[fluorescence artefact?]	-1	-5	11
O=C(Cn1c(NCCO)nc2ccccc21)c1ccco1	-9	10	-1	1.1	1	111	-8	3	-6
Cc1cccc(NC(=O)COc2ccccc2C)n1	16	-14	-1	1.3	4	105	5	-18	-3
O=c1[nH][nH]c(C(F)(F)F)c1C=Nc1cccc(Cl)c1	3	-2	-1	.	.	.	.	.	3
CCOC(=O)c1cnn(-c2ncnc3sc(C)c(C)c23)c1N	6	-7	-4	1.2	6	109	9	-3	2
COc1c(Cl)cc(-c2noc(C)c2C(=O)NCc2ccc3c(c2)OCO3)cc1Cl	.	.	.	1.5	-2	111	-7	5[fluorescence artefact?]	.
Clc1ccc(OCCCCSc2ncccn2)cc1	-5	3	4	1	7	103	-23	-9	11
Cc1ccc(NC(=O)CSc2nnc(-c3ccncc3)o2)cc1	-18	16	-3	1.1	-5	102	-8	-12	-5
Cc1cc(C)nc(NC(=O)C(C)C)n1	-2	5	-1	.	.	.	.	.	6
CCn1c(SCC(=O)Nc2ccc(C(=O)OC)cc2)nc2cccnc21	-3	6	.	1.3	10	93	0	-21[fluorescence artefact?]	.
CC(C)c1nnc(NC(=O)C2CCN(c3nc4ccccc4s3)CC2)s1	.	.	0	1.1	10	107	4	-6	-5
Cc1ccc(P(=O)(OCCN2CCOCC2)C(C)(C)C)o1 (stereo unspecified)	16	-13	-4	1.2	5	111	7	-2[fluorescence artefact?]	4
O=C(COC(=O)c1ccccc1NCc1ccco1)Nc1ccc2c(c1)OCO2	22	-21	-1	1.2	2	86	-1	18	-5
COc1cccc(C(C(=O)NC(C)(C)C)N(C(=O)CCC(=O)Nc2cc(C)on2)C(C)(C)C)c1OC (stereo unspecified)	-4	4	.	1.1	6	105	10[fluorescence artefact?]	0	.
O=S(=O)(NCCc1ccncc1)c1ccc(Br)cc1	-8	7	-1	1	2	93	4	2	-39
CCCCOC(=O)c1c(C)oc2ccc(NS(=O)(=O)c3ccc4c5c(cccc35)C(=O)N4)cc12	-9	9	-5	1	9	54[fluorescence artefact?]	15	53*	24
O=C1C(Cc2ccccc2)C(c2ccccc2)N1c1ccccc1 (stereo unspecified)	3	-1	21	.	.	.	.	.	10
O=[N+]([O-])c1ccc(Oc2cccc(F)c2)c2ccncc12	-2	3	-5	.	4	77[fluorescence artefact?]	6	-4	1
CC1=C(C(N)=O)C(c2cccnc2)n2nc(-c3cccc(C)c3)nc2N1 (stereo unspecified)	-2	3	.	1.1	5	195[fluorescence artefact?]	1	-7	.
Cn1cccc1/C=N/NC(=O)c1cccnc1	7	-5	.	1.2	9	96	6	9	.
CC(C)NC(=O)Cn1c(SCC(=O)N2CCCc3ccccc32)nc2ccccc21	-1	0	-5	1.1	-3	99	4	-1	-42
Cc1cc(NC(=O)c2ccc(NC(=O)C(C)C)cc2)no1	-11	13	0	1.2	7	110	-2	-12	-6
CCOc1ccc(OCC(=O)NCCc2nc3ccccc3[nH]2)cc1	-8	8	.	1.1	3	85	-6	15	.
Nc1c(S(=O)(=O)c2cccs2)c2nc3ccccc3nc2n1Cc1ccc2c(c1)OCO2	-4	3	-5	1.1	1	92	0	16	6
CC1=CCC2C(=O)N(Cc3ccccc3)C(=O)C2C1 (stereo unspecified)	13	-16	0	1.2	6	103	-4	2[fluorescence artefact?]	18
O=C(NCCN1CCN(c2ccccc2)CC1)c1cccn2c(=O)c3cc(Cl)ccc3nc12	.	.	41	1.2	8	102	6	3	10
COc1ccc(S(=O)(=O)N2CCCC2)c(C)c1C	.	.	0	1.2	8	110	5	-5	-7
Cc1nc(SCC(=O)NCCc2ccccc2)n[nH]1	-20	20	-3	1.2	3	109	9	-2	1
CCOc1ccc2cc(C#N)c(SCC(=O)NC(C)CC)nc2c1 (stereo unspecified)	-8	7	4	1.2	7	337*[fluorescence artefact?]	12[fluorescence artefact?]	45[fluorescence artefact?]	11
COC(=O)[C@H](Cc1ccccc1)NC(=O)Nc1ccc(C)cc1	-1	1	-4	1.2	5	101	1	-15	5
Cc1cccc2cc(COC(=O)c3ccco3)c(=O)[nH]c12	2	-1	-3	1.2	7	120	16	16	3
CCNc1nc(NC(C)C)nc(OCC)n1	7	-9	0	1.1	2	91	1	2	-23
COc1ccc(NC(=O)N(C2CCCCC2)C(C)c2ccco2)c(OC)c1 (stereo unspecified)	2	-1	-5	1.2	3	110	7	-6	5
Cc1cccc(Nc2ncc3c(n2)CC(c2ccco2)CC3=O)c1 (stereo unspecified)	-1	3	.	1.2	5	96	3	-3	.
COC(=O)c1ccc2nc(NC(=O)CN3C(=O)CCC3=O)sc2c1	-4	3	-4	1.1	7	80[fluorescence artefact?]	0	27	5
Cc1cccc(NC(=O)CSc2n[nH]c(-c3ccncc3)n2)c1	-7	9	.	1.2	0	106	-2	-9	.
Cc1cccn2c(=O)c(/C=C(\C#N)S(=O)(=O)c3ccccc3)c(N3CCC(C(N)=O)CC3)nc12	3	-3	-1	1.1	6	106	-8	-14	12
O=C(Nc1cccc2ncccc12)c1cc2ccccc2o1	.	.	-1	1.1	-1	87	-10	3	2
COc1ccc(N2CCn3c2nc2c3c(=O)n(CCc3ccccc3)c(=O)n2C)cc1	.	.	6	1.1	2	89[fluorescence artefact?]	26	14[fluorescence artefact?]	19
c1ccc(N2CCN(c3nc4ccccc4n4cnnc34)CC2)cc1	-9	9	2	.	9	125[fluorescence artefact?]	2	2	-4
COC(=O)CC1C(=O)NCCN1C(=O)CSc1nnc(Nc2ccc(OC)cc2)s1 (stereo unspecified)	-6	4	4	1.2	4	102	6	-3	2
CCCc1c(C)c2c(C)[nH]nc2oc1=O	19	-18	-3	1.1	9	121	16	-6	-3
CC(C)C(=O)Nc1ccc(NC(=O)c2ccccn2)cn1	-5	4	-1	.	5	114	13	-6	16
O=C(OCC(=O)N1CCc2ccccc21)c1ccccc1	-9	9	5	1.6	3	92	2	-1	3
CC(=O)Nc1ccc(OC(F)(F)C(F)F)c(NC(C)=O)c1	0	-1	-2	.	.	.	.	.	-8
(more compounds)
SMILES	sEH inh	sEH activator	Mac1 fbg enh	MT1-MMP txn act	Calb biofilm kill	ERa coact pot	Smad3 FoxH1 inh	ERb coact inh	Mac1 fbg inh
COCCOC(=O)C1=C(N)Oc2c(oc(CO)cc2=O)C1c1c(F)cccc1Cl (stereo unspecified)	.	.	-14	.	15	100	-7	-5[fluorescence artefact?]	-1
NC(=O)C1(NC(=O)[C@@H]2CC3(CC(c4cccc(NC(=O)[C@@H]5CCC(=O)N5)c4)=NO3)CN2C(=O)Cc2ccc(C(F)(F)F)cc2)CC1 (stereo partly specified)	-2	3	5	.	.	.	.	.	0
Cc1ccc(-c2noc(CCC(=O)N(C)c3ccccc3C)n2)cc1	-2	6	-7	1.4	-1	91	1	23	2
CCCCCCCCCCn1c2c(c(=N)c3c1CCC3)CCC2	.	.	.	0.8	1	31	-2	-4	.
COc1ccc(-c2noc(CSc3nnc(-c4ccccc4)n3C)n2)cc1	0	2	1	.	6	119	2[fluorescence artefact?]	-21	-22
C=CCOc1cc(C)nc(-c2ccccc2O)n1	-11	8	-2	1.1	3	103	13	0	6
COc1cccc2cc(C(=O)N3CCC(C)CC3)c(=O)oc12	5	-5	-1	1	10	102	2	-1	2
CCCCNC(=O)Nc1cc(C(=O)OC)ccc1Cl	3	-2	-4	.	2	106	9	0[fluorescence artefact?]	2
CCCCC1CC(CSc2ncn[nH]2)OC1=O (stereo unspecified)	.	.	-2	1.2	9	128[fluorescence artefact?]	-2	-8[fluorescence artefact?]	-2
Cc1cc(C)n(CCCNCC(O)c2ccccc2)n1 (stereo unspecified)	5	-6	-1	1.1	8	130	7	-3	26
COc1ccc(/C=C2\CCc3ccccc3C2=O)cc1Cn1cccn1	8	-10	-1	1.9	.	78	-7	22	9
COC(=O)c1cc(Br)c(=O)n(CCN(C(C)C)C(C)C)c1	18	-17	-3	1.1	5	118	2	1[fluorescence artefact?]	-9
CC1(C)Cc2noc(N)c2C(C)(C)N1OC(=O)c1ccccc1	4	-5	-1	1	2	115	-8	-1	14
O=c1[nH]nc2n1CCCCC2	-14	16	-2	1	4	121[fluorescence artefact?]	-4	-4[fluorescence artefact?]	5
Nc1nnnn1N=C1CCCCC1	-2	2	-2	1.1	7	110	6	-7	-5
CCCOc1ccc(-c2nc(C#N)c(N3CCc4ccccc4C3)o2)cc1	7	-6	4	1	7	104	5	8	-15
CN(CCCNC(=O)Cn1cc2c(n1)CCCC2)C1CCCCC1	-5	3	5	1	5	130	1	-10	0
Cc1ccc2nc3sc(C(=O)Nc4ccc(N5CCOCC5)cc4)c(N)c3cc2c1	-10	13	95	.	.	.	.	.	-5
Cc1cc2c(cc(C(=O)NCCCN3CCOCC3)n2Cc2ccc(Cl)cc2)o1	.	.	.	1	4	83	-2	-7[fluorescence artefact?]	.
Cc1cccc(NC(=O)c2ccc([N+](=O)[O-])o2)n1	-7	10	-2	.	.	.	.	.	-4

Single records, from the list above.
Shown for CC1(C)Cc2noc(N)c2C(C)(C)N1OC(=O)c1ccccc1 = sEH inh: 4; sEH activator: -5; Mac1 fbg enh: -1; MT1-MMP txn act: 1; Calb biofilm kill: 2; ERa coact pot: 115; Smad3 FoxH1 inh: -8; ERb coact inh: -1; Mac1 fbg inh: 14
Shown for CN(CCCNC(=O)Cn1cc2c(n1)CCCC2)C1CCCCC1 = sEH inh: -5; sEH activator: 3; Mac1 fbg enh: 5; MT1-MMP txn act: 1; Calb biofilm kill: 5; ERa coact pot: 130; Smad3 FoxH1 inh: 1; ERb coact inh: -10; Mac1 fbg inh: 0
Shown for COC(=O)c1cc(Br)c(=O)n(CCN(C(C)C)C(C)C)c1 = sEH inh: 18; sEH activator: -17; Mac1 fbg enh: -3; MT1-MMP txn act: 1.1; Calb biofilm kill: 5; ERa coact pot: 118; Smad3 FoxH1 inh: 2; ERb coact inh: 1[fluorescence artefact?]; Mac1 fbg inh: -9

(list continues)
SMILES	sEH inh	sEH activator	Mac1 fbg enh	MT1-MMP txn act	Calb biofilm kill	ERa coact pot	Smad3 FoxH1 inh	ERb coact inh	Mac1 fbg inh
COc1ccc(Nc2ncnc3ccccc23)c(OC)c1	7	-4	.	1	9	86[fluorescence artefact?]	-3	21[fluorescence artefact?]	.
C=CCn1c(=O)c2c(nc3n2CCS3)n(C)c1=O	5	-2	0	1	9	98	6	-11[fluorescence artefact?]	12
CC1CN(C(=O)CN2C(=O)c3ccccc3S2(=O)=O)CC(C)O1 (stereo unspecified)	-10	9	-1	1.2	8	112	3	1	-7
Cc1cc(N2CCCC2=O)c(N)cc1N	-2	2	-2	1.1	7	85	-4	0[fluorescence artefact?]	8
c1coc(-c2nnc(SCc3nc4ccccc4[nH]3)o2)c1	-6	8	0	1.1	0	76[fluorescence artefact?]	10	14	-1
CCOc1ccc(NC(=O)NCCCn2c(C)nc3cc(C)c(C)cc32)cc1	13	-14	4	1	7	88	-1	-13	-8
O=C(CSc1ncn(-c2ccccc2)n1)NCc1ccccc1	-1	-2	-2	1.1	3	169	-6	-2	5
CN(C)CCNC(CC(=O)Nc1ccc(Cl)c(Cl)c1)C(=O)O (stereo unspecified)	-16	20	.	1.4	5	127	-1	-5[fluorescence artefact?]	.

Assay outcomes as filed in PubChem.
